Source: PubChem BioAssay
SENP8 block-1 = inhibitors of human SENP8 protease; Q96LD8; purified SENP8, Z-RLRGG-aminoluciferin cleavage, luminescence; inhibition, % at 10 µM; 330,000 tested, 1.2% active; AID 2540; in the data active = inhibition above about 50%
SENP1 inh = blocks the human SENP1 SUMO protease catalytic domain; Q9P0U3; recombinant SENP1 catalytic domain, CyPet-SUMO1-YPet FRET cleavage; inhibition, % at 10 µM; 360,000 tested, 0.21% active;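 active = inhibition at least 30% at 10 µM, raw YFP signal under a set limit, fluorescence ratio 0.5 to 1.5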;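 note: 0% = enzyme with DMSO and 100% = no enzyme wells; some results filed as inactive read as strong as hits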
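material = recombinant human SENP1 catalytic domain, His6-tagged | quantity = 20 pM enzyme | reagent = 25 nM SUMO1 FRET substrate | compound dosing = 10 µM single point, 0.5% DMSO | timing = 50 min enzyme reaction, room temperature, light-protected | detection = FRET, CFP and YFP emission | control set = no-enzyme low, enzyme-DMSO high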
SENP6 inh = inhibitors of human SENP6 protease. Recombinant SENP6 catalytic domain, aminoluciferin luminescence. Q9GZR1. 330,000 tested, 1.8% active. inhibition, % at 10 µM;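 active = inhibition above about 50% at the single tested dose, limit read from the data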;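 note: plate controls were DMSO wells with enzyme for no effect and DMSO wells lacking enzyme for full effect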
beta cell repl = inducers of beta-cell replication in MIN6 cells | MIN6 cells proliferation, ATPlite luminescence, 48 h; cells starved in 0.2% serum; 100% = growth in 10% serum | proliferation, % at 10 µM | 330,000 tested, 0.29% active | AID 2380;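 active = compounds whose signal lies at least 3.5 SD above the mean of all wells on their plate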;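 note: 0% = DMSO-treated cells in low-serum medium and 100% = 10% serum control; some compounds called inactive have numbers as strong as hits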
HKDC1 inh = inhibitors of human hexokinase HKDC1; Q2TB90; recombinant HKDC1, G6PDH/diaphorase resazurin coupled fluorescence; inhibition, % at 20 µM; 340,000 tested, 0.16% active;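 active = inhibition above about 35% when tested at 20 µM, limit read from the data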;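 note: plate controls were DMSO wells with enzyme for no effect and DMSO wells lacking enzyme for full effect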
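Test system: Recombinant HKDC1 (HK5) hexokinase enzyme, produced in-house | Input: HKDC1 at 5 µg/mL | Buffer or medium: Tris pH 8.0 buffer with MgCl2, Tween-20, BSA, BME | Schedule: 90 min reaction incubation at room temperature, dark | Technique: Resazurin-to-resorufin fluorescence via G6PDH and diaphorase coupling, 525/613 nm | Controls: DMSO wells with and without enzyme mix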
PfG6PD inh = PfG6PD (Plasmodium falciparum) enzyme inhibition; inhibition, % at 20 µM; PfGluPho enzyme, NADPH resazurin-diaphorase fluorescence; 350,000 tested, 0.78% active;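 active = inhibition reaching at least a set limit at 20 µM in the primary screen, cut at about 59% in these data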;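 note: 0% = DMSO wells with substrate and 100% = DMSO wells lacking glucose-6-phosphate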
SENP8 block-2 = SENP8 (human) protease inhibition; Q96LD8; recombinant SENP8, Nedd8 substrate fluorescence; inhibition, % at 20 µM; 360,000 tested, 0.64% active; AID 602440; in the data active = inhibition mostly above about 40%, no sharp cut-off; inactive = mostly below about 27%
UBC13 inh = blocks human UBC13 polyubiquitin chain formation | TR-FRET | 330,000 tested, 0.47% active | AID 485273 | P61088 | inhibition, % at 20 µM; in the data active = inhibition above about 45%, passing the limit was not always enough
SENP7 block = SENP7 protease inhibition; Q9BQF6; recombinant SENP7, Z-RLRGG-aminoluciferin luminescence, 40 min; inhibition, % at 5 µM; 330,000 tested, 1.5% active; AID 434973;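 active = inhibition above about 50% at the single test dose, limit read from the data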;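 note: plate controls were DMSO with enzyme for no effect and no enzyme buffer wells for full effect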
An asterisk follows results filed as active; . = not tested or not shown.

The line under a structure holds: SENP8 block-1, SENP1 inh, SENP6 inh, beta cell repl, HKDC1 inh, PfG6PD inh, SENP8 block-2, UBC13 inh, SENP7 block
#1 Cc1ccc(NC(=S)NCCCN2CCOCC2)cc1C
→ 7, 3, 4, -3, -6, -2, -11, 0, -2
#2 CCCCn1c(N)c(N(CC(C)C)C(=O)Cn2c(=O)cnc3ccccc32)c(=O)[nH]c1=O
→ -1, -4, -2, -2, -4, 5, 7, -4, -1
#3 Cc1cc(C)n(C(=O)COc2ccc(Cl)cc2Cl)n1
→ -17, 7, -50, 4, 2, -9, 10, 6, -8
#4 CCOc1ccc(C(=O)C2CCN(C(=O)c3ccccc3C(=O)O)CC2)cc1
→ 7, 1, -6, -3, -1, 0, 11, -1, 6
#5 C=C(C)c1cccc(C(C)(C)NC(=O)N2CCN(C/C=C/c3ccccc3)CC2)c1
→ 0, 1, -15, -4, -2, 0, 8, 7, -3
#6 COc1ccc(-c2c(C)[nH]n3c(=O)c(Cc4ccccc4)c(C)nc23)cc1
→ 2, -1, 5, 0, -11, 35, -289, 1, 0
#7 COc1ccc2[nH]c(=O)c(CN(Cc3nnnn3Cc3ccc(F)cc3)CC3CCCO3)cc2c1 (stereo not given)
→ -7, -7, -37, -4, -6, -6, -389, -4, -2
#8 CCc1ccccc1NC(=O)COC(=O)c1c(C)nsc1NC
→ -2, 3, -1, -5, 0, -12, 5, 4, 3
#9 Oc1cc(Cl)cc(Cl)c1Cl
→ -1, 1, -4, 2, 1, 8, 12, 8, 9
#10 CC(=O)c1c(C)[nH]c(C(=O)OCC(=O)N2CC(C)OC(C)C2)c1C (stereo not given)
→ -3, 2, -7, 0, -5, 6, 5, 2, -6
#11 Cc1ccc(C)c(N(CC(=O)NCc2ccco2)C(=O)CCC(=O)Nc2ccccn2)c1
→ ., -1, ., ., -5, 21, 21, ., .
#12 CCCCCC(=O)Nc1cccc(C2=NOC3(C2)C[C@@H](C(N)=O)N(C(=O)c2cc([N+](=O)[O-])cc([N+](=O)[O-])c2C)C3)c1 (stereo not given in full)
→ -10, 0, -1, -3, 5, 4, 10, -8, 16
#13 CCN(CC)c1ccc(C=Nc2cccc(S(=O)(=O)N3CCOCC3)c2)c(O)c1
→ 4, -3, 27, -3, 7, 29, -18, -18, 11
#14 O=C(O)C1C2C=CC(C2)C1C(=O)NCCc1cccc(Cl)c1 (stereo not given)
→ -4, -2, 3, 7, -6, -15, 31, -5, 1
#15 CCCSc1nnc(-c2ccccc2N)c(=O)[nH]1
→ 1, 5, 2, -2, -5, -3, 4, -18, 0

More results:
The line under a structure holds: SENP8 block-1, SENP1 inh, SENP6 inh, beta cell repl, HKDC1 inh, PfG6PD inh, SENP8 block-2, UBC13 inh, SENP7 block
#16 CC(C)(C)OC(=O)N1CCC(c2c(C(=O)O)cnn2-c2ccc(Cl)cc2)CC1
→ -2, -3, 12, 2, 0, 3, -35, 3, -3
#17 O=C(NCc1ccc(F)cc1)C(c1cccnc1)N(C(=O)c1csnn1)c1ccccc1 (stereo not given)
→ -4, 2, 5, -2, -1, -18, 10, -1, -2
#18 CC(C)n1cc(CN2CCN(C)C(CCO)C2)c2ccccc21 (stereo not given)
→ -3, 0, -2, -3, 5, -6, 28, -7, 1
#19 CCCCOC(=O)CCCN1C(=O)/C(=C2\SC(=S)N(CCCC(=O)OCCCC)C2=O)SC1=S
→ 7, 1, -6, -2, 9, 3, 30, -38, -3
#20 COC(=O)C1CCN(CC(=O)NC(=O)NC2CCCCC2)CC1
→ -4, 1, 12, 0, -8, 6, 9, 7, 9
#21 O=C1CN(C(=O)NCC(=O)N[C@H](C(=O)O)c2ccccc2)c2ccccc2N1
→ -10, 0, -10, 0, -2, 0, 13, 0, -16
#22 CCOc1ccc(-c2nnc(-c3ccncc3)o2)cc1
→ -4, 1, 21, 3, 0, -4, -300, 5, 15
#23 O=C(Nc1ccc(Cl)c(C(F)(F)F)c1)c1ccco1
→ -8, -1, 10, -3, 1, 15, 21, -18, -2
#24 CCc1ccc(C(C(=O)NCc2ccc(F)cc2)N(C(=O)c2csnn2)C2CC2)cc1 (stereo not given)
→ 5, 1, 13, -6, -2, -1, 6, 2, 0
#25 COc1ccc(S(=O)(=O)N2CCOC2CNC(=O)C(=O)NCc2ccccc2Cl)cc1 (stereo not given)
→ 7, 1, -3, 2, -4, -2, 2, -2, -4
#26 COc1cc(CCC(=O)OCC(=O)N2CCc3ccccc32)cc(OC)c1OC
→ -10, 1, -11, -4, -3, 2, 9, 4, -9
#27 O=C(NCc1ccccc1)C(c1ccc(O)cc1)N(C(=O)c1cnccn1)c1ccccc1 (stereo not given)
→ 3, 3, -12, -2, -4, 14, 9, 6, 5
#28 Cc1ccnc(Nc2nc(-c3ccc(O)cc3O)cs2)c1
→ -5, 1, 10, -3, -9, 16, 8, 22, 2
#29 O=C(Nc1cccc(O)c1)c1ccc(S(=O)(=O)N2CCCCCC2)cc1
→ -8, 1, -4, 3, 0, 0, 9, -1, 5
#30 COCc1nnc(N)s1
→ 0, 1, -12, -5, -5, -8, 24, -2, -2

The list continues:
The line under a structure holds: SENP8 block-1, SENP1 inh, SENP6 inh, beta cell repl, HKDC1 inh, PfG6PD inh, SENP8 block-2, UBC13 inh, SENP7 block
#31 COc1ccc(CCNC(=O)CSc2ccc(-c3ccccc3)nn2)cc1OC
→ -6, 0, -15, 4, 12, -2, -1, -6, 13
#32 CCN1C(=O)N[C@@H](c2cccc(C(F)(F)F)c2)[C@H](C(=O)OC)[C@H]1C
→ -9, -3, -10, 0, -3, -7, 5, 1, -12
#33 N#Cc1ccccc1CN1C(=O)NC(Cc2c[nH]c3ccccc23)C1=O (stereo not given)
→ 8, -2, 6, -1, 4, 5, -4, 0, 2
#34 O=C(/C=C/c1ccc(Cl)cc1)NCCCn1ccnc1
→ -10, -5, -35, -3, -5, 3, 14, -2, -16
#35 C[C@H](CO)N1C[C@H](C)[C@@H](CN(C)S(=O)(=O)c2cn(C)cn2)Oc2ccc(NC(=O)C3CC3)cc2C1=O
→ 1, 1, 0, -2, -2, -5, 2, -5, 14
#36 COCCCNC(=O)C1CC(=O)N(CCc2ccc(OC)c(OC)c2)C1 (stereo not given)
→ 0, 1, -7, -2, -3, -4, 18, -4, 9
#37 NS(=O)(=O)c1ccc(NC(=O)Nc2ccccc2)cc1
→ -11, 4, -13, -3, -3, -6, 13, 1, 2
#38 O=C(NCC1CCCO1)C1CCCN(S(=O)(=O)c2cc(Cl)ccc2Cl)C1 (stereo not given)
→ -2, 4, 2, -4, -5, 5, 8, -11, -10
#39 CN(Cc1cccs1)C(=O)C1CC(=O)N(Cc2ccccc2)C1 (stereo not given)
→ -2, 2, -1, 3, -5, -11, 6, 8, 5
#40 O=C1CC(/C=C/c2ccco2)=Nc2ccccc2N1
→ -3, -8, 3, -6, 3, 18, -25, 4, -13
#41 CCOc1ccc(C2C(C(=O)c3ccc(C)o3)=C(O)C(=O)N2CCN2CCOCC2)cc1OC (stereo not given)
→ 3, -8, -6, 0, 3, 9, 9, -9, 1
#42 COc1ccc(OC)c(S(=O)(=O)N2CCC(C(=O)NCCc3ccc(OC)c(OC)c3)CC2)c1
→ 0, -1, -7, -1, 2, -14, 13, 0, 4
#43 CCC(=O)NCC(c1cccs1)N1CCOCC1 (stereo not given)
→ 1, 0, -12, -2, -7, 8, 12, 0, -6
#44 O=C1CCCN2N=C(SCC(=O)Nc3cccc(Cl)c3)SC2=N1
→ 3, 0, -100, -3, -4, -3, 8, -1, 3
#45 O=C1NC(=O)C2(CCC(C3CCCCC3)CC2)N1 (stereo not given)
→ ., 2, ., ., -6, -2, 1, ., .

(list continues)
The line under a structure holds: SENP8 block-1, SENP1 inh, SENP6 inh, beta cell repl, HKDC1 inh, PfG6PD inh, SENP8 block-2, UBC13 inh, SENP7 block
#46 O=C(NCc1ccncc1)c1cccc(S(=O)(=O)NCc2ccccc2)c1
→ -1, -1, -12, 3, -2, 10, 5, 20, -6
#47 Cc1oc(C(C)(C)C)cc1C(=O)Nc1cccc(/C=C/C(=O)O)c1
→ -2, 0, -18, 0, 1, -31, 9, 3, -3
#48 Cc1c(C(=O)NCCSCc2ccccc2Cl)cccc1[N+](=O)[O-]
→ 7, 2, -17, -1, 17, 19, 24, 12, -5
#49 O=C(NCCc1nc2ccccc2[nH]1)c1ccco1
→ 6, -1, 4, 0, -3, -11, 9, 1, -1
#50 COc1ccc(NC(=O)CN(C)C(=O)C2=COCCO2)cc1
→ 0, -1, -6, -3, -2, -5, 6, 2, -6
#51 CCC(=NCCc1ccc(OC)c(OC)c1)c1ccccc1O
→ -9, -1, 0, 2, -3, -3, 10, 2, 10
#52 Cc1cc2cc(CN(CCN(C)C)C(=S)NCc3ccco3)c(=O)[nH]c2cc1C
→ -9, -12, 12, -2, -5, 15, -65, 10, 1
#53 O=C(c1cc([N+](=O)[O-])ccc1N1CCOCC1)N1CCOCC1
→ -8, 1, 5, 0, -11, 4, -1, -32, 2
#54 NC(=O)[C@H]1CC2(CC(c3cccc(NC(=O)[C@H]4CCC(=O)N4)c3)=NO2)CN1C(=O)c1ccccc1 (stereo not given in full)
→ 2, 1, -5, 1, 39*, 20, -11, -7, 9
#55 C[C@H](NC(=O)c1nc[nH]c1C(=O)N[C@@H](C)C(=O)OCc1ccccc1)C(=O)OCc1ccccc1
→ 15, 1, 7, -4, 1, 23, 18, 0, -9
#56 Cc1cc(NS(=O)(=O)c2ccc(NC(=O)COc3ccccc3C(C)C)cc2)no1
→ 2, 3, 8, 2, -1, -38, 8, -14, 0
#57 O=C(CN1CCN(S(=O)(=O)c2ccc(Cl)c(C(F)(F)F)c2)CC1)NC(=O)NC1CCCCC1
→ ., 0, ., ., 2, 25, 14, ., .
#58 CC(C)C[C@H](NC(=O)c1nc[nH]c1C(=O)NCCCCCN)C(=O)OCc1ccccc1
→ -4, 0, -3, -2, 1, 14, 4, 18, -1
#59 COc1cccc(-n2c(N)cc(=O)nc2SCC(=O)Nc2cc(C)on2)c1
→ 1, 0, 12, 3, 6, -5, 7, -1, -2
#60 Cc1ccc(OCc2cc(C(=O)NCc3cn4ccccc4n3)no2)cc1C
→ -6, -12, -15, -8, -2, 7, -24, -8, 9
#61 COc1ccc(N2C(=O)C(Cc3ccccc3)NC2=S)cc1 (stereo not given)
→ -7, 0, -12, -3, 4, -20, 5, 0, 1

An excerpt from above, limited to SENP6 inh.
cpd	canonical_smiles	SENP6 inh
52	Cc1cc2cc(CN(CCN(C)C)C(=S)NCc3ccco3)c(=O)[nH]c2cc1C	12
53	O=C(c1cc([N+](=O)[O-])ccc1N1CCOCC1)N1CCOCC1	5
54	NC(=O)[C@H]1CC2(CC(c3cccc(NC(=O)[C@H]4CCC(=O)N4)c3)=NO2)CN1C(=O)c1ccccc1 (stereo not given in full)	-5
